RXFP1 antagonist: RXFP1 (human) relaxin receptor antagonism; Q9HBX9; HEK293-RXFP1, relaxin-stimulated cAMP HTRF, 30 min; active compounds read low; activity change, negative = inhibition, % at 57.5 µM; 350,000 compounds, 0.59% hits; AID 1259400;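 active = activity change of -60% or lower, but not beyond a set lower limit; inconclusive = change between -60% and -40%, or beyond the set limit; inactive = change above -40%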; also: % is scaled to controls: 0 for no effect and ±100 for the full control effect
TRHR PAM: TRH receptor (human) allosteric enhancement; P34981; TRHR cells, fluo-8 calcium fluorescence, EC20 TRH enhancement; enhancement, % at 2 µM; 360,000 compounds, 0.66% hits; in the data active = enhancement above about 30%; also: 0% is about no effect
Target sequence (P34981 whole entry, looked up): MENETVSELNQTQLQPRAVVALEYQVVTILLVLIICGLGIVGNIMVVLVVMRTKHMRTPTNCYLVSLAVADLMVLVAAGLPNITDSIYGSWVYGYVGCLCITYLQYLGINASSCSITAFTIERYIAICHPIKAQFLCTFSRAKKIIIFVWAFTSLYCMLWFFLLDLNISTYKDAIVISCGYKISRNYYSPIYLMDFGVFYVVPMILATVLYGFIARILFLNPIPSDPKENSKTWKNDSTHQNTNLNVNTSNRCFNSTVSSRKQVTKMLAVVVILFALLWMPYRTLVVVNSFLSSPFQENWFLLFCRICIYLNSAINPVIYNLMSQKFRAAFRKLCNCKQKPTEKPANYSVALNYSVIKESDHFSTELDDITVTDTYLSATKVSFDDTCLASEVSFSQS
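TRHR-expressing cells loaded with fluo-8 calcium dye were read kinetically (ex 480/em 530) during compound addition, then stimulated with an EC20 of TRH (10 nM final). Enhancement of the Gq-mediated intracellular calcium response was scored.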
D1 antag: human D1 dopamine receptor antagonism; 360,000 compounds, 3.2% hits; activity change, negative = inhibition, % at 10 µM; HEK293 TREx D1 cells, calcium flux, dopamine EC80; active compounds read low; AID 504652; in the data active = activity change below about -30%; also: % is scaled to controls: 0 for no effect and ±100 for the full control effect
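Tetracycline-induced HEK293 Trex D1 cells, force-coupled to calcium, dye-loaded; compounds added and read 180 s, then EC80 dopamine added and calcium flux tracked kinetically another 180 s.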
D1 potentiator: human D1 dopamine receptor positive modulation; P21728; HEK293 TREx D1 cells, calcium flux, dopamine EC20 potentiation; potentiation, % at 10 µM; 360,000 compounds, 0.036% hits; AID 504651; in the data active = potentiation above about 30%; also: 0% is about no effect
D1 agonist: human D1 receptor agonism; HEK293 T-REx D1 cells, calcium flux, agonist mode; activation, % at 2 µM; 360,000 compounds, 1% hits; in the data active = activation above about 30%; also: 0% is about no effect
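Agonism was scored from calcium flux recorded over 180 s (1 read/s) after pintool compound addition, following a 10-cycle baseline. Cells were inducible force-coupled HEK293 TREx D1, plated overnight at 30 C and loaded with no-wash calcium dye.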
RXFP1 ag: RXFP1 (human) receptor agonism | HEK293T-RXFP1 cAMP TR-FRET, 30 min; response scale: percent of porcine relaxin response, buffer zero | AID 2676 | Potency, µM (series often up to 57.5 µM), for the others: at the highest dose activation, hits mostly activators | 370,000 compounds, 0.3% hits | Q9HBX9; active = well fitted activation curve with a large enough effect; inconclusive = small, poorly fitted or top-dose-only effect; also: potency is read from the fitted curve at half-maximal effect; % is scaled to controls: 0 for no effect and ±100 for the full control effect; nearly all actives have a fitted effect of over 60% in size; many of its hits are not listed in these tables
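Agonist response is measured as cAMP accumulation in an RXFP1-transfected HEK293T line under PDE4 inhibition. Values are scaled between buffer-only and 29 nM porcine relaxin, and EC50s come from standard Hill equation fits.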
D2 potentiator: positive allosteric modulators of human D2 dopamine receptor; P14416; HEK293 T-REx D2, calcium flux, EC20 dopamine potentiation; potentiation, % at 10 µM; 340,000 compounds, 0.34% hits;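 active = potentiation over 3 SD above the plate norm, cut at about 30% in these data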; also: 0% is about no effect
Target sequence (P14416 whole entry, looked up): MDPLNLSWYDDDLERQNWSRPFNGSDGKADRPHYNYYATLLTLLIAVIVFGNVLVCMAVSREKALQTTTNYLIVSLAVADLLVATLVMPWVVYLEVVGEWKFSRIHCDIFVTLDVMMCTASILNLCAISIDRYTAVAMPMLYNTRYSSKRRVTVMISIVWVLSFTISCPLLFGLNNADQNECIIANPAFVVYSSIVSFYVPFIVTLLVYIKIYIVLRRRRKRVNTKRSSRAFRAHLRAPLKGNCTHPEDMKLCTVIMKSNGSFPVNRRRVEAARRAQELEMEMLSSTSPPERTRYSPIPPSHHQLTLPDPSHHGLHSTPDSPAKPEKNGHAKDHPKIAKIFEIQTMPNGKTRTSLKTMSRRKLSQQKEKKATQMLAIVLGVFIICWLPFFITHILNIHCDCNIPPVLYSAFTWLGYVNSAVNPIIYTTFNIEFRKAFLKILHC
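Using a no-wash calcium dye in inducible, force-coupled HEK293 Trex cells expressing D2, we tracked fluorescence each second for 180 s after compound, then for 180 s after EC20 dopamine to detect augmented signalling.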
D2 antagonist: antagonizes the human D2 dopamine receptor; P14416; HEK293 TREx D2 cells, calcium flux, dopamine EC80; inhibition, % at 10 µM; 340,000 compounds, 2% hits; in the data active = inhibition above about 30%; also: 0% is about no effect
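Compounds are added to dye-loaded, induced HEK293 T-REx cells coupled to calcium release via D2; after a 3 min kinetic read an EC80 dopamine stimulus is given and fluorescence is recorded for 3 more min.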
D2 ag: agonists of human D2 dopamine receptor; 340,000 compounds, 0.53% hits; activation, % at 2 µM; P14416; HEK293 T-REx D2 cells, calcium flux agonist mode; AID 485358;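 active = activation over 3 SD above normal in the single-dose calcium agonist read, cut at about 30% in these data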; also: 0% is about no effect
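Agonism is scored from calcium flux in a force-coupled, inducible HEK293 cell line expressing D2, read kinetically for 180 s after compound addition against dopamine controls.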
* marks the source's active call; other numbers are inactive results; ? = inconclusive; / = not tested or not shown; & = joins results of further samples.

SMILES | RXFP1 antagonist | TRHR PAM | D1 antag | D1 potentiator | D1 agonist | RXFP1 ag | D2 potentiator | D2 antagonist | D2 ag
O=C(CC(C(=O)O)P(=O)(c1ccccc1)c1ccccc1)c1ccc(Br)cc1 (stereo not drawn) | 11 | -1 | 4 | -7 | 1 | 0.5% | -1 | -9 | 0.7
O=c1[nH]c(C2CCN(S(=O)(=O)c3ccc(C(F)(F)F)cc3)CC2)nc2c1nnn2Cc1cccc(F)c1 | -7 | 18 | 0 | 0 | 2 | -5.8% | 0 | -12 | 0.6
COc1ccc(CCNC(=O)CCCn2c(=O)c3ccccc3n(CC(=O)Nc3ccccc3C)c2=O)cc1OC | / | -2 | -1 | 2 | -1 | 6.1% | -7 | / | -0.7
Clc1ccc(-c2nnc(N3CCOCC3)o2)cc1 | -1 | 7 | -16 | -3 | -1 | 0.3% | / | / | /
COC(=O)CN(c1ccccc1F)S(=O)(=O)c1ccc(C)cc1 | -16 | 26 | -4 | 0 | 1 | 0.2% | / | / | /
O=C(Nc1ccc(Cl)cc1)c1ccc2ncsc2c1 | 4 | 1 | 0 | -7 | 1 | 1.8% | -20 | 40* | -0.4
COC(=O)Cc1csc(N)n1 | -1&17 | -2&-7 | -2&-21 | -2&-3 | 3&2 | 0.8%&0.6% | 0 | -3 | 1.3
Cc1nnc(Sc2nc3c(c(=O)n(C)c(=O)n3C)n2Cc2ccc(Cl)cc2)s1 | -17 | -2 | 3 | -2 | 2 | -0.1% | 3 | 6 | -0.3
COc1ccc(OCC(=O)NCC(c2ccc(Cl)cc2)N2CCCCC2)cc1 (stereo not drawn) | -18 | -4 | 12 | 0 | 1 | 2.3% | -2 | / | 1.0
Cc1cc(C(=O)NC2CC(C)(C)Cc3c2cnn3-c2ccccc2)n[nH]1 (stereo not drawn) | -1 | 4 | 7 | -6 | 2 | 1.4% | -3 | -16 | -0.8
Cc1ccc(CN2CCc3nc(Nc4ccc5c(c4)OCCO5)ncc3C2)cc1 | -38 | -6 | -12 | 3 | 2 | 1.9% | 7 | / | 1.3
Cc1ccc(S(=O)(=O)Cc2ccc(C(=O)NCCc3ccccc3)o2)cc1 | 14 | -2 | 5 | 2 | 0 | 0.2% | -6 | -11 | 0.4
CC(n1cnnn1)C12CC3CC(CC(C3)C1)C2 (stereo not drawn) | 0 | 4 | 4 | 4 | 5 | 1.7% | -7 | 0 | 0.6
COc1nc(OC)nc(Oc2ccc([N+](=O)[O-])cc2Cl)n1 | 14 | 3 | -9 | -8 | 0 | 1.1% | -2 | -8 | 0.6
Cc1ccc(NC(=O)C(=O)NCc2ccc(/C=C(/C#N)C(=O)NCc3cccnc3)o2)cc1 | -5 | 9 | -29 | -11 | 13 | -2.1% | 11 | / | /
COc1ccc(S(=O)(=O)N(C)CC(=O)NCC2CCCO2)cc1OC (stereo not drawn) | -17 | -4 | 6 | -2 | 2 | 0.5% | 4 | 1 | 0.6
O=C1CCC(C(=O)N2CCCO2)CN1Cc1cccc(C(F)(F)F)c1 (stereo not drawn) | 2 | 2 | -3 | 3 | 3 | 0.3% | 8 | -3 | 0.9
COc1cccc(Nc2nc(-c3ccc(O)cc3)cs2)c1 | -8 | -6 | -21 | -3 | 0 | -0.6% | -5 | -1 | 0.0
COc1ccc2cc(C(c3nnnn3CCc3ccccc3)N3CCC(O)CC3)c(=O)[nH]c2c1 (stereo not drawn) | 2 | 1 | 10 | 1 | 2 | 1.9% | 1 | 9 | 0.0
CSc1ccccc1OCc1cc(C(=O)NCCCc2ccccc2)no1 | 2 | 13 | -3 | -1 | 7 | 2.6% | -2 | 3 | 1.2
Cn1c(=O)[nH]c(=O)c2c1nc(SCC(O)CCl)n2Cc1ccccc1 (stereo not drawn) | -3 | 6 | -2 | -6 | -1 | 2.6% | 12 | -4 | -0.5
CCN(CC)CC(=O)Nn1c(C)nc2c(ncn2-c2ccccc2)c1=O | -2 | -6 | 10 | 7 | 1 | -0.3% | -2 | -7 | -0.2
CN(C)S(=O)(=O)c1cccc(NC(=O)COC(=O)C2CCN(C(=O)c3ccc(F)cc3)CC2)c1 | -7 | -2 | -13 | / | 10 | -0.7% | -9 | 15 | 0.5
COc1ccccc1C1CC(c2ccccc2)=NN1C(=S)Nc1ccccc1 (stereo not drawn) | -25 | 0 | 0 | / | 12 | 4.3% | / | / | /
CN(CC(=O)Nc1ccccc1C(F)(F)F)C(=O)c1ccc(-c2ccc(Cl)cc2)o1 | -9 | 2 | 14 | -6 | 2 | 0.0% | 15 | 3 | 0.0

Results in D1 agonist, D2 antagonist and D1 potentiator, for some of the entries so far:
Compound | D1 agonist | D2 antagonist | D1 potentiator
Cc1ccc(CN2CCc3nc(Nc4ccc5c(c4)OCCO5)ncc3C2)cc1 | 2 | / | 3
COc1cccc(Nc2nc(-c3ccc(O)cc3)cs2)c1 | 0 | -1 | -3
CC(n1cnnn1)C12CC3CC(CC(C3)C1)C2 (stereo not drawn) | 5 | 0 | 4
COc1ccc(CCNC(=O)CCCn2c(=O)c3ccccc3n(CC(=O)Nc3ccccc3C)c2=O)cc1OC | -1 | / | 2
COc1ccc(S(=O)(=O)N(C)CC(=O)NCC2CCCO2)cc1OC (stereo not drawn) | 2 | 1 | -2

Four structures out of the list, arranged by molar mass, smallest number first.
SMILES | RXFP1 antagonist | TRHR PAM | D1 antag | D1 potentiator | D1 agonist | RXFP1 ag | D2 potentiator | D2 antagonist | D2 ag
Clc1ccc(-c2nnc(N3CCOCC3)o2)cc1 | -1 | 7 | -16 | -3 | -1 | 0.3% | / | / | /
O=C(CC(C(=O)O)P(=O)(c1ccccc1)c1ccccc1)c1ccc(Br)cc1 (stereo not drawn) | 11 | -1 | 4 | -7 | 1 | 0.5% | -1 | -9 | 0.7
CN(C)S(=O)(=O)c1cccc(NC(=O)COC(=O)C2CCN(C(=O)c3ccc(F)cc3)CC2)c1 | -7 | -2 | -13 | / | 10 | -0.7% | -9 | 15 | 0.5
COc1ccc(CCNC(=O)CCCn2c(=O)c3ccccc3n(CC(=O)Nc3ccccc3C)c2=O)cc1OC | / | -2 | -1 | 2 | -1 | 6.1% | -7 | / | -0.7

Additional entries.
SMILES | RXFP1 antagonist | TRHR PAM | D1 antag | D1 potentiator | D1 agonist | RXFP1 ag | D2 potentiator | D2 antagonist | D2 ag
OCCN(Cc1ccccc1)Cc1ccccc1O | 16 | -5 | 8 | -3 | 6 | 0.3% | -8 | -6 | 1.3
CCN1C(=O)C2C(c3ccc(O)c(OC)c3)NC(C)(C(=O)OC)C2C1=O (stereo not drawn) | 5 | -6 | -3 | -9 | 4 | -1.4% | -4 | 13 | 1.0
O=C(/C=C/c1ccc([N+](=O)[O-])cc1)/C=C/c1ccco1 | / | -9 | -16 | -6 | 19 | 0.4% | -4 | -42 | 5.5
CCOc1ccccc1NC(=O)Cc1coc2c(C)c(C)ccc12 | ? | 7 | 9 | 5 | 16 | -1.9% | 7 | / | -1.1
O=C(O)c1ccc(-n2c(-c3ccc(Br)cc3)n[nH]c2=S)cc1 | -35 | -1 | -2 | -8 | 2 | 0.7% | 2 | -9 | 1.1
C(=N\N(Cc1ccccc1)c1ccccc1)/c1ccco1 | -16 | -1 | 4 | 2 | 1 | -1.6% | -1 | 10 | 0.9
O=C(N/N=C/c1cc([N+](=O)[O-])ccc1O)C1C2CCCCC21 (stereo not drawn) | / | -2 | -6 | -1 | 0 | 3.0% | -1 | 14 | -0.2
CS(=O)(=O)c1ccc(Cl)c(NC(=O)Cc2c(F)cccc2Cl)c1 | 8 | 3 | 8 | -4 | -1 | 7.1% | 11 | -4 | -0.5
O=S(=O)(NCC1CC1)c1cccc(S(=O)(=O)N2CCCC2)c1 | -1 | -1 | 5 | 2 | 1 | -0.1% | 1 | 2 | 0.9
CCS(=O)(=O)NCC(c1ccco1)N1CCN(c2ccccc2F)CC1 (stereo not drawn) | -1 | -3 | -1 | -2 | 3 | 0.0% | -9 | -1 | 4.4
COc1ccc(CCNC(=O)CSc2nn3c(=O)c(C)nnc3s2)cc1OC | -4 | 10 | 3 | 0 | 3 | -0.4% | 5 | 2 | -0.1
COC(=O)C1=C(C(=O)OC)[C@@H]2Nc3ccccc3[C@@]23C[C@@H](C(=O)OC)N(C(=O)c2ccc(Br)cc2)C3=N1 | / | -3 | 6 | 4 | 1 | 0.0% | -8 | -1 | 0.0
CNc1c(N=Cc2cccnc2)c(=O)n(C)c(=O)n1C | 3 | 0 | -2 | -3 | 2 | 1.5% | 4 | 1 | 0.4
CCOC(=O)c1ccccc1NC(=O)CSc1nc2cn(CC)nc2c(=O)n1Cc1ccc(Cl)cc1 | / | 5 | -1 | 2 | 1 | 8.3% | 1 | / | 1.1
Cc1ccc2c(c1)C(O)(CC(=O)/C=C/C=C/c1ccccc1)C(=O)N2 (stereo not drawn) | -12 | 4 | -3 | -4 | 4 | 1.8% | -11 | 45* | 48*
C=CCOc1ccc2c(c1)C(=NO)c1cc(OCC=C)ccc1-2 | / | 5 | 2 | -1 | 4 | -0.6% | -18 | -7 | 7.9
COc1cccc(Nc2ccc([N+](=O)[O-])c3nonc23)c1 | 8 | -4 | 1 | -6 | 11 | 1.7% | -4 | -6 | 1.2
COc1ccc(N2CCN(C(=S)Nc3ccc(F)cc3)CC2)cc1 | -1 | 21 | -20 | -17 | 4 | 0.3% | -7 | 0 | 0.7
O=C(c1ccc(COc2ccccc2Cl)o1)N1CCCC1 | -12 | -3 | 12 | 5 | 1 | 0.1% | 18 | 25 | 1.2
COc1ccc(C(CC(=O)c2ccccc2)CC(=O)c2ccccc2)cc1 | -7 | -7 | -1 | -2 | 14 | -1.6% | 4 | -1 | 0.3
COc1ccccc1N1CCN(C(=O)c2ccc3c(c2)CCN3S(=O)(=O)c2ccccc2)CC1 | -29&-6 | 0&1 | -1&-13 | 1&4 | 3&3 | 0.4%&3.0% | -2&1 | -4 | -1.5&-1.3
COc1cc(C(CC(=O)Nc2ccc(C)c(F)c2)N2Cc3ccccc3C2=O)cc(OC)c1OC (stereo not drawn) | / | 1 | 6 | -2 | 1 | 2.1% | -5 | / | -1.5
C=CCOc1ccccc1/C=N/NC(=O)Cc1ccc(C)cc1 | -12 | 6 | 59 | 1 | -4 | -1.1% | -12 | 14 | 0.1

Screens: PubChem, National Center for Advancing Translational Sciences (NCATS)

An excerpt, so the mix of outcomes need not match the whole.
